Screens (PubChem BioAssay)
Imprint erasure – induces erasure of genomic imprints in mouse ES cells | mouse ES Peg3-LacZ reporter, beta-gal luminescence, 40 h | Potency, µM (highest dose often 60.7 µM), without a hit: at the top dose activity change, positive = activation, actives largely listed as activators | 110,000 compounds, 0.02% hits | AID 1948;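 further: 0% = negative control wells on the plate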
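Readout: BetaGlo luminescence (5 min, room temp) for LacZ from the normally silent maternal Peg3 allele in female Peg3LacZ-Neo ES cells. Cells 300/well, 40 h, 37C, 5% CO2. Data normalized per plate to negative controls.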
IkB sig inh – inhibitors of IkB signaling in ABC-DLBCL cells; ABC-DLBCL IkBa-CBG/CBR dual luciferase ratio, 4 h; response scale: scaled: untreated 0%, proteasome inhibitor 100%; Potency, µM (doses to about 57.1 µM), without a hit: at the highest dose IkBa stabilization activation; 110,000 compounds, 0.04% hits; AID 445; active means well fitted curve in the direction sought with a large enough effect in the signal ratio, not every such curve was filed as active; inconclusive means small, poorly fitted or top-dose-only effect, or a change in a side signal; the % refers to the signal ratio;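 further: the direction sought is a rising ratio; 0% = basal untreated cells and 100% = reference inhibitor full response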
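Curves were fitted separately to fusion (green), unfused (red) and ratio luminescence, then classed by r2, magnitude and activity. Cells: OCI-Ly3, 4 h compound plus doxycycline at 37C; 10 uM MG-132 defined full response.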
p53ts 32C tox – cytotoxicity in p53ts cells at permissive temperature | H1299-p53A138V at 32C, ATP luminescence viability, 24 h | Potency, µM (titrated, usually from 46.1 µM), for the others: at the top dose activity change, negative = cytotoxicity, most hits filed as cytotoxic | 130,000 compounds, 0.93% hits | AID 924;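 further: 0% = DMSO and -100% = full killing by reference compound; nearly all actives have a fitted effect of over 55% in size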
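H1299-p53 A138V cells (temperature-sensitive p53) exposed 24 h to up to 46 uM compound at 32C, where p53 is wild-type in conformation. Viability read as ATP luminescence and normalised to DMSO and 100 uM tamoxifen. AC50 fitted with the Hill equation.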
p53ts 39C tox – p53ts cell cytotoxicity, nonpermissive temperature; H1299-p53A138V viability at 39C, ATP luminescence, 24 h; Potency, µM (series often up to 46.1 µM), without a hit: at the highest dose activity change, negative = cell killing, most hits filed as cytotoxic; 130,000 compounds, 1.5% hits; further: nearly all actives have a fitted effect of over 55% in size
Starred values were filed as active, the others as inactive; ? = inconclusive; . = not tested or not shown; [ ] = remark or other dose. Unless noted, the call rests on the fitted dose curve; in most records, active means well fitted curve in the direction sought with a large enough effect; inconclusive means small, poorly fitted or top-dose-only effect, or another doubt; inactive means no such curve, though single readings can be large; an effect the other way counts as inactive or inconclusive. Unless noted, on the % scale 0 is the no-effect control and ±100 the full control effect; potency means the concentration at half of the fitted maximal effect.

The first 3 records as a preview:
SMILES	Imprint erasure	IkB sig inh	p53ts 32C tox	p53ts 39C tox
O=C1NC(=O)c2cc(Nc3ccccc3)c(Nc3ccccc3)cc21	-12%	.	-3%	10%
COc1ccc2[nH]c3nc(SCc4nnc(-c5ccc(C)cc5)o4)nnc3c2c1	.	4.8%	-7%	-3%
CCOC(=O)/C(C#N)=C1/C=CN(C)C(C)=N1	-4%	-0.7%	-5%	4%

All compounds of this part, from the first entry:
SMILES	Imprint erasure	IkB sig inh	p53ts 32C tox	p53ts 39C tox
O=C1NC(=O)c2cc(Nc3ccccc3)c(Nc3ccccc3)cc21	-12%	.	-3%	10%
COc1ccc2[nH]c3nc(SCc4nnc(-c5ccc(C)cc5)o4)nnc3c2c1	.	4.8%	-7%	-3%
CCOC(=O)/C(C#N)=C1/C=CN(C)C(C)=N1	-4%	-0.7%	-5%	4%
Cn1c(N)c(C(=O)COC(=O)C2(c3cccc(F)c3)CCCC2)c(=O)n(C)c1=O	-11%	5.6%	-7%	-7%
COc1ccc(NC(=O)CCc2nc(-c3ccc(C)cc3)no2)cc1Cl	-19%	-2.4%	4%	-11%
CCOC(=O)C1C(=O)OC2(CCCC2)C1C(=O)OCC (stereo unspecified)	-15%	0.3%	-2%	8%
Cc1ccc(C)c(N2CCN(C(=O)C3CCCN(Cc4nc(-c5cccc(Cl)c5)oc4C)C3)CC2)c1 (stereo unspecified)	-7%[10.9 µM]	?	0%	-16%
COc1ccc(N2CCN(C(=O)CSc3nnc(-c4cc5ccccc5cc4O)n3C)CC2)cc1	.	?	-7%	-16%
OCC1OC(c2ccccc2)C=CC1Oc1cc(Cl)cc(Cl)c1 (stereo unspecified)	.	.	7%[9.22 µM]	-2%[9.22 µM]
Cc1ccc(CNC(=O)c2ccc(CS(=O)(=O)c3ccccc3C)o2)cc1	-11%[10.9 µM]	?	9%	-7%
CCN1CCN(CC(=O)Nc2cc(C)c(C)cc2[N+](=O)[O-])CC1	.	.	?	?
Cc1noc(C)c1C(=O)OCC(=O)c1ccc[nH]1	-15%	0.0%	-1%	10%
Cc1cc(NC(=O)Cc2ccccc2)cc(-c2nc3ccccc3o2)c1O	-15%[10.9 µM]	0.0%	0%	19%
COc1ccccc1Oc1ccc2c(c1)C(=O)N(c1ccccc1)C2=O	.	.	17%	2%
COCCOC(=O)C1=C(C)NC2=C(C(=O)CC(C)(C)C2)C1c1cccnc1 (stereo unspecified)	-4%	-0.3%	3%	8%
c1ccc(N2CCN(Cc3nc4ccccc4[nH]3)CC2)nc1	-12%	.	3%	-7%
COc1ccc(NC(=O)CSc2nc3ccccc3c(=O)n2CCC(=O)N2CCCCC2)cc1	-19%	?	10%	-12%
CN(C(=O)CSc1nc2ccc(NC(=O)CCc3ccccc3)cc2s1)c1ccccc1	-17%[10.9 µM]	?	6%	?
CCN(CC)S(=O)(=O)c1nnc(NC(=O)COc2ccccc2Cl)s1	-10%[10.9 µM]	?	-11%	-22%
COc1ccc(-c2nnc(SCC#N)o2)cc1	-20%	-1.2%	-11%	-12%
O=c1c2ccccc2nc(CSc2nnnn2-c2ccccc2)n1-c1ccccc1Cl	.	.	2%	-7%
O=C(Nc1cccc(Cl)c1N1CCCCC1)c1ccc2c(c1)OCCO2	-1%	-1.7%	13%	-3%
Cn1c(O)c(C=NC(CC(N)=O)C(=O)O)c(=O)n(C)c1=O (stereo unspecified)	-16%	-0.1%	-1%	11%
O=S(=O)(c1ccc(Oc2ccc(Br)cc2F)nc1)N1CCCCC1	-3%	1.4%	4%	-8%
Cc1ccc(-c2nnc(N3CCN(C(=O)c4ccco4)CC3)c3ccccc23)cc1	-16%	?	-9%	11%

Seven of the entries above in order of the IkB sig inh value, lowest first.
mol | IkB sig inh
COc1ccc(NC(=O)CCc2nc(-c3ccc(C)cc3)no2)cc1Cl | -2.4%
O=C(Nc1cccc(Cl)c1N1CCCCC1)c1ccc2c(c1)OCCO2 | -1.7%
COc1ccc(-c2nnc(SCC#N)o2)cc1 | -1.2%
CCOC(=O)/C(C#N)=C1/C=CN(C)C(C)=N1 | -0.7%
COCCOC(=O)C1=C(C)NC2=C(C(=O)CC(C)(C)C2)C1c1cccnc1 (stereo unspecified) | -0.3%
Cn1c(O)c(C=NC(CC(N)=O)C(=O)O)c(=O)n(C)c1=O (stereo unspecified) | -0.1%
COc1ccc2[nH]c3nc(SCc4nnc(-c5ccc(C)cc5)o4)nnc3c2c1 | 4.8%

Further records:
SMILES	Imprint erasure	IkB sig inh	p53ts 32C tox	p53ts 39C tox
Cc1c(Cl)cccc1-n1ccnc1SCC(=O)O	3%	2.8%	3%	-3%
COC(=O)c1c(NC(=O)CSc2nnc(Cn3nnc4ccccc43)n2C)sc(C)c1C	-10%	2.3%	-7%	9%
CC1CCCCN1CCCNC(=O)c1[nH]c2ccccc2c1Sc1ccc(Cl)cc1 (stereo unspecified)	-8%[10.9 µM]	?	-9%	-18%
CCc1nnc(NC(=O)C2CCN(c3nccc(C)n3)CC2)s1	1%	0.3%	-2%	4%
Cc1ccc(NC(=O)CCn2c(=O)c3cccn3c3ccccc32)c(Cl)c1	-15%[10.9 µM]	?	5%	-18%
CCOC(=O)c1sc2ncn(CC(=O)Nc3ccc(F)cc3F)c(=O)c2c1C	-4%[10.9 µM]	3.9%	-4%	-11%
CC(=O)Nc1cccc(OCC(O)Cn2cnc3ccccc32)c1 (stereo unspecified)	-8%	0.3%	1%	-5%
Cc1ccc(S(=O)(=O)N2CCN(C(=O)CN3CCOCC3)C2C(C)C)cc1 (stereo unspecified)	.	5.9%	-11%	-3%
CCCOc1cccc(C(=O)Nc2cc(-c3ccccc3)no2)c1	3%[10.9 µM]	?	-2%	-7%
N#Cc1c2n(c3c(=O)n(Cc4ccccc4Cl)cnc13)CCCC2	-5%	-1.3%	7%	8%
O=S(=O)(c1cccc2cccnc12)N1CCN(Cc2ccc3c(c2)OCO3)CC1	-10%	1.2%	-6%	5%
Cc1cccc(-n2c(N)c(C(=O)NCCN3CCOCC3)c3nc4ccccc4nc32)c1	-6%	0.1%	7%	-8%
Cc1ccc(NC(=O)Cn2c(=O)nc(-c3ccccc3)c3ccccc32)cc1F	2%[10.9 µM]	-0.3%	9%	-30%
COc1cc(O)c(C)c(O)c1	-18%	.	7%	5%
Cc1ccc(NC(=O)Cn2c(=O)ccc3cc(S(=O)(=O)N4CCCC4)ccc32)cc1C	9%[10.9 µM]	?	-7%	-16%
N#Cc1nc(COc2cccc(Cl)c2)oc1N1CCN(c2ccccc2)CC1	-8%	5.0%	7%	-5%
COC(=O)c1[nH]c2ccc(F)cc2c1NS(=O)(=O)c1ccc(OC)cc1OC	-9%	?	10%	1%
Cc1ccccc1C(=O)NC1CCN(C(=O)N2CCOCC2)CC1	.	.	5%	6%
CCCCn1c(SCC(=O)NC(C)(C)C)nnc1-c1ccco1	-6%	0.5%	-1%	-4%
O=C1c2cccc3cccc(c23)N1CN1CCN(c2ccccn2)CC1	-8%	?	0%	1%
CCOc1ccc(NS(=O)(=O)c2ccc3c(c2)CCN3C(=O)CCC(=O)O)cc1	13%	-0.7%	-3%	-1%
CCOC(=O)c1ccc(NC(=O)C(C)N(c2ccc(OCC)cc2)S(C)(=O)=O)cc1 (stereo unspecified)	-10%[10.9 µM]	?	2%	14%
O=C(c1ccc2c(c1)N(Cc1ccc(F)cc1)C(=O)c1ccccc1S2(=O)=O)N1CCCCCC1	-15%[10.9 µM]	?	29%	-7%
Cc1ccc(NC(=O)NC2(C(=O)NCc3ccco3)CCCCC2)cc1	-9%	-0.4%	-1%	1%
C=CCSc1n[nH]c(-c2ccc(OCCCC)cc2)n1	-6%	-0.2%	5%	6%
SMILES	Imprint erasure	IkB sig inh	p53ts 32C tox	p53ts 39C tox
COc1cc(NC(=O)C2CCN(c3cnccn3)CC2)cc(OC)c1	-2%[10.9 µM]	?	5%	-26%
CCCCNc1nc2c(c(=O)n(Cc3ccccc3)c(=O)n2C)n1C	-12%[10.9 µM]	?	5%	-5%
COc1cccc(NC(=O)CSc2ncc(S(=O)(=O)c3ccc(C)c(C)c3)c(=O)[nH]2)c1	-6%[10.9 µM]	?	9%	1%
CCC(=O)NC(C)C(c1cccs1)N1CCOCC1 (stereo unspecified)	2%	0.3%	3%	-11%
COCCCN1C(=O)N(c2ccccc2)C(=O)C1CC(=O)Nc1ccc(F)cc1 (stereo unspecified)	-7%[10.9 µM]	6.2%	10%	-8%
CCOc1ccc(-c2nnc(SCC(=O)Nc3ccc(C)cc3C)o2)cc1	-12%[10.9 µM]	0.3%	-9%	-12%
Cc1ccc(C(=O)c2cn(Cc3ccc(Cl)cc3)c3nc(C)ccc3c2=O)cc1	7%[10.9 µM]	?	-1%	22%
Cc1ccc(F)cc1NC(=O)CCc1c(C)nn(-c2ccc(N3CCOCC3)nn2)c1C	-9%[10.9 µM]	-1.7%	-14%	?
CCn1c(=O)n(CC)c2cc(N3CCCCC3)c(NC(=O)Nc3ccccc3Cl)cc21	-11%[10.9 µM]	?	12%	-9%
Cc1nn(-c2ccccc2)c2[nH]c(=O)c(CNCC3CCCO3)cc12 (stereo unspecified)	-11%	0.7%	-2%	0%
COC(=O)CC1C2(C)CC34OC5(C)O[C@@]6(C7/C(=C(/OC)C(C)C)C(=O)OC(c8ccoc8)[C@@]7(C)C(OC(=O)C(C)C)C(OC)[C@]6(O5)[C@@]13C)C(OC)[C@]4(OC)C2OC(C)=O (stereo partly specified)	-33%[inhibitor]	.	34%[activator]	44%[activator]
CC(C)(C)c1ccc(C(=O)NCC(c2cccs2)S(=O)(=O)c2cccs2)cc1 (stereo unspecified)	-7%[10.9 µM]	?	5%	-3%
Cc1nn(C)c(C)c1CCNC(=O)Nc1cccc(Cl)c1C	-8%[10.9 µM]	-1.3%	-7%	-10%
Cc1cc(N2C(=O)CC(N3CCN(c4ccc(C(=O)c5cccs5)cc4)CC3)C2=O)no1 (stereo unspecified)	-48%[inhibitor]	?	9%	2%
O=C(Nc1ccccc1Oc1ccccc1)c1ccc(Br)o1	-11%	?	0%	-8%
Cc1ccc(N2CCN(C(=O)c3cn(C)c4ccc(S(=O)(=O)N(C)C5CCCCC5)cc4c3=O)CC2C)cc1 (stereo unspecified)	-3%[10.9 µM]	-0.4%	6%	-4%
CCN1CCN(C(c2cccc(OC)c2)c2c(O)cc(C)n(Cc3ccco3)c2=O)CC1 (stereo unspecified)	6%[10.9 µM]	2.4%	6%	-7%
CCN1C(=O)/C(=C\N2CCN(c3cccc(Cl)c3)CC2)SC1=S	-14%	0.9%	-16%	-9%
CCOc1ccc(NC(=O)c2cc(S(=O)(=O)NC3CCCCCC3)ccc2F)cc1	-6%[10.9 µM]	?	-7%	?
O=C(Nc1nncs1)C1(c2ccccc2)CCCC1	-8%	0.9%	2%	0%
C=CCn1c(CC(=O)Nc2cccc(OC)c2)nnc1SCC(=O)NC1CCCCC1	9%	1.9%	2%	3%
[O-][N+]1=C(c2cccs2)CN(O)C1	-6%	2.6%	-5%	1%
[O-][n+]1onc2c1CCc1c-2nc(-c2ccccc2)n1OCc1ccccc1	2%	-0.2%	8%	9%
Cc1cc(-c2nnc(SCC(=O)N3C(C)CCCC3C)o2)no1 (stereo unspecified)	-6%	0.9%	3%	-6%
O=c1oc(-c2ccco2)nc2ccccc12	-56%[inhibitor]	?	-5%	2%
SMILES	Imprint erasure	IkB sig inh	p53ts 32C tox	p53ts 39C tox
CCOC(=O)c1cccc(NC(=O)CCn2cccc2)c1	.	.	3%	-6%
CCOC(=O)Cn1nnc(-c2ccc(S(C)(=O)=O)cc2)n1	-16%	-1.8%	-3%	6%
COc1ccc2cc(CN(CCO)C(=O)c3ccccc3F)c(=O)[nH]c2c1	.	2.9%	-8%	8%
COc1cccc(-c2cc(C(=O)Nc3ccc(C)cc3)[nH]n2)c1	6%[10.9 µM]	?	6%	-12%
O=C(COc1ccc(-c2ccccc2)cc1)N1CCN(C(=O)c2cccnc2)CC1	-16%	-0.7%	-17%	-9%
CN1C(=O)c2ccccc2Sc2ccc(NC(=O)Cc3c(F)cccc3Cl)cc21	-27%[10.9 µM]	15%	-1%	-7%
O=C(COC(=O)CCc1ccc(S(=O)(=O)N2CCCCC2)cc1)Nc1ccc2c(c1)OCO2	-1%	0.2%	-1%	-5%
CCOC(=O)c1ccc(-n2c(C)nc3c(cnn3-c3ccc(Cl)cc3)c2=O)cc1	22%[10.9 µM]	2.3%	6%	19%
